GLS inhibitor: inhibitors of human glutaminase (GLS); 410,000 tested, 0.21% active; AID 624170; Potency, µM (titrated, usually from 45.5 µM), for the others: at the highest dose activity change, negative = inhibition, usual class: inhibitors; GLS enzymatic activity, qHTS titration; note: potency is the fitted concentration of half-maximal effect; % is set by controls: 0 for no effect and ±100 for the full control effect
Target sequence (O94925 whole entry, looked up): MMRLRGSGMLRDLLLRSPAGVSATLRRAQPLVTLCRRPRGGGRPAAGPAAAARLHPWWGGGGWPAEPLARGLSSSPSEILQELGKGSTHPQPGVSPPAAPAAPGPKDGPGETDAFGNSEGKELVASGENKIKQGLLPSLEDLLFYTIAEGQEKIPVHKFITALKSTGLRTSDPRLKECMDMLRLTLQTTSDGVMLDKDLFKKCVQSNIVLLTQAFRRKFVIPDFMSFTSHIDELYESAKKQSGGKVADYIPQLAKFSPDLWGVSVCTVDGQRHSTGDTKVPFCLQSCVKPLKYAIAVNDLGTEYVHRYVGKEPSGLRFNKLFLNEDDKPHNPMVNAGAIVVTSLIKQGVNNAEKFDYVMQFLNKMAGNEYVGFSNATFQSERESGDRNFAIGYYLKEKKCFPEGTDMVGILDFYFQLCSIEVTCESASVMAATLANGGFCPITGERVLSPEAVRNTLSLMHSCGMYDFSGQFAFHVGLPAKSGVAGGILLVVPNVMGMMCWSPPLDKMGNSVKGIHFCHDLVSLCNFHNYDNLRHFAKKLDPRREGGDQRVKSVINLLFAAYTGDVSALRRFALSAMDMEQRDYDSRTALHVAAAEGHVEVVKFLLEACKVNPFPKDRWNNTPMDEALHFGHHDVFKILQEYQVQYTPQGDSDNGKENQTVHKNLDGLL
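Assay buffer: 45 mM KH2PO4 pH 8.2, 0.02% Tween-20. hKGA acts on L-glutamine (1 mM solution added); product glutamate is reported by an oxidase/peroxidase Amplex Red coupling, with fluorescence taken at baseline and 30 min.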
PGK inhibitor: blocks T. brucei phosphoglycerate kinase; P07378; PGK/GAPDH coupled, Kinase-Glo luminescence, 60 min; Potency, µM (titrated, usually from 57.5 µM), for the others: at the highest dose activity change, negative = inhibition, usual class: inhibitors; 380,000 tested, 0.043% active; AID 602233; note: potency is the fitted concentration of half-maximal effect; % is set by controls: 0 for no effect and ±100 for the full control effect; nearly all actives have a fitted effect of over 60% in size
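Luminescent ATP detection (Kinase-Glo Plus) follows a 60-minute room-temperature incubation, with wells lacking PGK as controls. Buffer: 100 mM TEA (pH 7.6), 5 mM MgCl2, 0.01% Tween-20. Coupling enzyme GAPDH (100 nM final) supplies unstable 1,3-BPG in-well.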
TrxR1 inh: blocks rat thioredoxin reductase 1 | 390,000 tested, 1% active | recombinant rTrxR1, NADPH fluorescence consumption, selenite substrate | Potency, µM (doses to about 114 µM), for inactives: at the highest dose activity change, negative = inhibition, most hits filed as inhibitors; note: potency is the fitted concentration of half-maximal effect; % is set by controls: 0 for no effect and ±100 for the full control effect; nearly all actives have a fitted effect of over 65% in size
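Rat TrxR1 (90 nM in the dispensed reagent) was pre-reduced with 400 uM NADPH for 5 min at room temperature, then incubated with compound for 15 min. After 400 uM selenite was added, NADPH fluorescence (Ex 340/Em 450 nm) was followed for 8 min.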
PI4K2A inh: blocks human PI4K2A kinase activity | purified PI4K2A, ADP-Glo luminescence, 1 h; stronger effect = lower value | 420,000 tested, 0.13% active | activity change, negative = inhibition, % at 76.9 µM | Q9BTU6; in the data active = activity change below about -50%; inconclusive = mostly about -30% to -49%;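 note: -100% = wells without enzyme as full effect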
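ADP-Glo luminescence measured ADP generated by PI4K2A enzyme (4 ug/mL before mixing) with 1.2 mM PI substrate (pre-mix) and 300 microM ATP (pre-mix). Tris pH7.5 buffer with MgCl2, Triton X-100; 1 h reaction at ambient temperature.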
HP1b chromo inh: blocks HP1-beta chromodomain binding to methylated histone tails. P83916. AlphaScreen HP1-beta / biotin-H3K9me3 peptide binding. Potency, µM (highest dose often 114 µM), inactives show at the top dose activity change, negative = inhibition, actives largely listed as inhibitors. 390,000 tested, 0.56% active. AID 540317; note: potency is the fitted concentration of half-maximal effect; nearly all actives have a fitted effect of over 70% in size; inactives centre near 23
Target sequence (P83916 whole entry, looked up): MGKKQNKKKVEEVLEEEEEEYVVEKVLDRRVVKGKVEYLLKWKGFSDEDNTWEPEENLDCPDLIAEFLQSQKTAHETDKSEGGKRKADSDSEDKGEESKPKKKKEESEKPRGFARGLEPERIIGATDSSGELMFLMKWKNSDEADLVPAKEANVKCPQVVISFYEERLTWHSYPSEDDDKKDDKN
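AlphaScreen: HP1-beta (50 nM) preformed 30 min with biotin-H3(1-18)K9me3 peptide (50 nM) in PBS pH 7.4, 0.01% Tween-20. Compound added for 30 min at RT, then streptavidin donor/nickel chelate acceptor beads (10 ug/mL) for 30 min.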
USP1-UAF1 inh: inhibitors of human USP1/UAF1 deubiquitinase; O94782; recombinant USP1/UAF1, Ub-Rhodamine cleavage fluorescence; Potency, µM (highest dose often 57.1 µM), inactives show top-dose activity change, negative = inhibition, actives largely listed as inhibitors; 390,000 tested, 0.23% active; AID 743255; note: potency is the fitted concentration of half-maximal effect; % is set by controls: 0 for no effect and ±100 for the full control effect; nearly all actives have a fitted effect of over 60% in size; inactives centre near -12
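High-throughput fluorogenic screen: 1nM USP1/UAF1 complex, Ub-Rho substrate 150nM final, 50mM HEPES pH 7.8 with 0.5mM EDTA, 0.1 mg/ml BSA, 1mM TCEP and 0.01% Tween-20.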
mIDH1 inhibitor: blocks human mutant IDH1 R132H enzyme; IDH1-R132H enzyme, NADPH consumption, diaphorase/resazurin fluorescence; Potency, µM (doses to about 76.6 µM), inactives show top-dose activity change, negative = inhibition, most hits filed as inhibitors; 390,000 tested, 0.093% active; note: potency is the fitted concentration of half-maximal effect; % is set by controls: 0 for no effect and ±100 for the full control effect; nearly all actives have a fitted effect of over 65% in size
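IDH1-R132H (0.5 ug/mL) preincubated 30 min with compound, then NADPH (0.016 mM) and alpha-KG (2 mM) added; 80 min at RT, pH 7.5. Remaining NADPH coupled via diaphorase/resazurin to fluorescence (540/590 nm); concentration-response curves normalized to no-enzyme control.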
Pin1 inh: human Pin1 inhibition; 390,000 tested, 0.009% active; Pin1 FP peptide displacement, HiFluor488, 10 min; Potency, µM (highest dose often 115 µM), without a hit: at the highest dose activity, negative = inhibition, hits mostly inhibitors; active = well fitted inhibition curve with a large enough effect in the polarisation, with a control signal flat, not every such curve was filed as active; inconclusive = small, poorly fitted or top-dose-only effect, or effect the other way, or a change in a side signal; inactive = no such curve, though single readings can be large or run the other way; the % refers to the polarisation; note: potency is the fitted concentration of half-maximal effect; % is set by controls: 0 for no effect and ±100 for the full control effect
Target sequence (Q13526 whole entry, looked up): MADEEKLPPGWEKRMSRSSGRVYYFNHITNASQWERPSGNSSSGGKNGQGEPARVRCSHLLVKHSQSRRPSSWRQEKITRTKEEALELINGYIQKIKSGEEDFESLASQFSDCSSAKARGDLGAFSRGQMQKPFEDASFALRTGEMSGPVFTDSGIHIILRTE
TrxR1 substrate: substrates of rat thioredoxin reductase 1. AID 588456. Potency, µM (doses to about 114 µM), for inactives: top-dose activity change, negative = substrate turnover. purified TrxR1 substrate turnover, NADPH consumption readout. O89049. 390,000 tested, 0.01% active; note: potency is the fitted concentration of half-maximal effect; % is set by controls: 0 for no effect and ±100 for the full control effect; nearly all actives have a fitted effect of over 50% in size
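Rat TrxR1, dispensed at 90 nM, was prereduced with 400 uM NADPH (final) for 5 min at ~22 deg C, then incubated with compound 15 min before 400 uM selenite. A first-read NADPH fluorescence drop versus no-compound background flagged substrates.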
Numbers without * were called inactive; i = inactive; ? = inconclusive; . = not tested or not shown; [ ] = remark or other dose. Unless noted, calls come from the whole dose curve; as a rule, active = well fitted curve in the direction sought with a large enough effect; inconclusive = small, poorly fitted or top-dose-only effect, or another doubt; inactive = no such curve, though single readings can be large; an effect the other way counts as inactive or inconclusive. These rows are one share of the data; count on the stated rates, not on these rows.

structure | GLS inhibitor | PGK inhibitor | TrxR1 inh | PI4K2A inh | HP1b chromo inh | USP1-UAF1 inh | mIDH1 inhibitor | Pin1 inh | TrxR1 substrate
CSCCC(NC(=O)c1ccccc1)C(=O)OCC(=O)Nc1ccc(C)c(Cl)c1 (stereo unspecified) | -21% | 9% | -5% | -2 | ? | -10% | 2% | 0% | -10%
CCc1ccc(CN(C)C(=O)CCc2nnc(Cc3cccc(C)c3)o2)nc1 | -3% | -2% | -2% | -1 | 52%[activator] | -9% | 0% | 0% | 0%
CCCCN(C)C(=O)c1cccc(OC2CCN(CC(C)(C)C)CC2)c1 | -1% | -7% | 14% | 3 | 28% | -11% | -2% | -3% | 4%
Cc1ccsc1C(=O)OCC(=O)NCCc1ccccc1 | -1% | 5% | 9% | 1 | 21% | -20% | -7% | -1% | 3%
N#CC1=C(SCC(=O)Nc2ccc(C(=O)O)cc2)NC(=O)CC1c1ccco1 (stereo unspecified) | -15% | -17% | ? | -5 | 5% | -22% | 4% | ? | 10%
Cc1c(C(=O)NNC(=O)c2cccnc2)cccc1[N+](=O)[O-] | 13% | i | 18% | 18 | 21% | -5% | -7% | 1% | -4%
O=C(N/N=C/c1cccc(O)c1)c1cc(C2CC2)nc2ccccc12 | 26% | -10% | 14% | -1 | 32% | -11% | 0% | -3% | -6%
CC(C)n1c(SCC(N)=O)nc2c1c(=O)n(C)c(=O)n2C | -1% | -4% | -6%[57.1 µM] | 5 | 28% | 2% | 2% | -1% | 1%[57.1 µM]

Only GLS inhibitor, for some of the entries so far:
structure	GLS inhibitor
Cc1c(C(=O)NNC(=O)c2cccnc2)cccc1[N+](=O)[O-]	13%
CC(C)n1c(SCC(N)=O)nc2c1c(=O)n(C)c(=O)n2C	-1%
N#CC1=C(SCC(=O)Nc2ccc(C(=O)O)cc2)NC(=O)CC1c1ccco1 (stereo unspecified)	-15%
CCCCN(C)C(=O)c1cccc(OC2CCN(CC(C)(C)C)CC2)c1	-1%

The results go on:
structure | GLS inhibitor | PGK inhibitor | TrxR1 inh | PI4K2A inh | HP1b chromo inh | USP1-UAF1 inh | mIDH1 inhibitor | Pin1 inh | TrxR1 substrate
Cc1cc(C(=O)Nc2cccc(C(=O)O)c2)oc1C | -7% | -15% | 11%[57.1 µM] | -26 | -4% | -9% | 2% | -3% | 9%[57.1 µM]
CCOc1ccc(N(CC(=O)NCc2ccc(OC)cc2)C(=O)CCC(=O)Nc2nccs2)cc1 | -4% | -6% | 28%[57.1 µM] | 0 | 28% | -4% | -4% | 7% | -6%
CCOC(=O)Cn1nnnc1C(CC)N(Cc1ccccc1)Cc1cc2cc(C)ccc2[nH]c1=O (stereo unspecified) | 0% | 25% | 18% | 4 | 18% | -19% | -1% | 5% | 3%
Cn1c(=O)nc2n(-c3ccc(Cl)c(Cl)c3)c3cc(Cl)ccc3cc-2c1=O | 4% | -10% | 9% | 2 | 13% | -12% | 0% | -8% | 7%
Cc1cc(C)n(-c2ccc(NC(=O)C3CCCCN3C(=O)c3ccoc3C)cc2)n1 (stereo unspecified) | -4% | i | 16% | -4 | 21% | -23% | 4% | -1% | 0%
O=C1CC2(CCN(C(=O)C3CC(=O)N(c4ccccc4)C3)CC2)Oc2ccccc21 (stereo unspecified) | 11% | -5% | -15% | -2 | 21% | -4% | 6% | 3% | 9%
COC(=O)CCC(=O)Nc1ccc(Cl)c(Cl)c1 | -1% | . | 8% | 2 | 33% | -5% | 7% | 4% | 4%
Clc1cccc(CSc2nc3ccncc3[nH]2)c1 | 3% | 4% | 6%[57.1 µM] | -2 | 39% | -13% | 15% | -3% | 7%[57.1 µM]
COC(=O)c1ccccc1NC(=O)Cn1cc(S(=O)(=O)Cc2ccccc2F)c2ccccc21 | -13% | 9% | 8% | -3 | 15% | ? | 7% | 19% | -4%
CC(C)CNC(=O)CCc1c[nH]c2ccccc12 | 17% | -4% | -1% | 11 | 14% | -1% | 2% | 0% | -1%
CCCC1CCc2c(sc(NC(=O)OCC)c2C#N)C1 (stereo unspecified) | -7% | -2% | 9% | 4 | 38%[activator] | -21% | 1% | -4% | 4%
O=C(CN1CCCCC1)Nc1cccc(Cl)c1 | 2% | -1% | 23% | 0 | 36% | -22% | -2% | -3% | 5%
Cc1ccc(Cn2c(=O)n(C)c(=O)c3sccc32)cc1 | 1% | -8% | 9% | 0 | 26% | -24% | 19% | -1% | 5%
O=C1CCCN1CCCNS(=O)(=O)c1cccc(F)c1 | -9% | -6% | 23%[57.1 µM] | 4 | 23% | -16% | -5% | 6% | 6%[57.1 µM]
COc1ccc(OC)c(-n2c(=S)[nH]c3cc(C(=O)N(C)Cc4ccccc4)ccc3c2=O)c1 | 0% | -5% | -2% | 0 | 28% | -25% | 0% | -4% | 1%
Cn1cccc1Cc1nnc(SCC(=O)NC2CCCCC2)n1-c1ccc(F)cc1 | 1% | -7% | 18% | -2 | 14% | -4% | 12% | 0% | 5%
CCOC(=O)c1c(N)sc(C(O)(C(F)(F)F)C(F)(F)F)c1-c1ccc(F)cc1 | 12% | -3% | 7% | -1 | 11% | ? | 9% | 15% | -9%
Cc1ccc(S(=O)(=O)N2CCC(C(=O)OC3CCOC3=O)CC2)cc1C (stereo unspecified) | 2% | i | 11% | 4 | 19% | -16% | 1% | 0% | 6%
COc1ccc(N(C)C(=O)c2ccc3snnc3c2)cc1 | 1% | -2% | 7%[57.1 µM] | 1 | 21% | -26% | 6% | -2% | 9%[57.1 µM]
COc1ccc(CNC(=O)COC(=O)C2=Cc3ccccc3OC2)cc1 | 11% | 2% | -6% | 0 | 4%[57 µM] | -23% | 52µM* | -16% | -2%
CC(Oc1ccccc1)c1nnc(N)s1 (stereo unspecified) | 5% | 3% | 15% | 5 | 11% | -11% | -2% | -2% | 6%[57.1 µM]
Cc1oc2ccc(OCc3ccc(F)cc3Cl)cc2c1C(=O)O | -1% | 9% | -3% | -2 | 22% | -1% | 1% | 4% | 1%
O=C(c1ccc(CS(=O)Cc2ccc(Cl)cc2)o1)N1CCN(c2ccccc2F)CC1 (stereo unspecified) | 0% | -1% | 2% | 2 | 31% | -25% | 0% | -1% | -1%
OC(c1ccccc1)(c1ccccc1)C1CCN(C(=S)NC2CCCC2)CC1 | 13% | i | 9% | 4 | -6%[57 µM] | -3% | -13% | 14% | -7%

One compound at a time (already shown):
`COc1ccc(N(C)C(=O)c2ccc3snnc3c2)cc1` across the screens: GLS inhibitor: 1%; PGK inhibitor: -2%; TrxR1 inh: 7%[57.1 µM]; PI4K2A inh: 1; HP1b chromo inh: 21%; USP1-UAF1 inh: -26%; mIDH1 inhibitor: 6%; Pin1 inh: -2%; TrxR1 substrate: 9%[57.1 µM]
`Cc1oc2ccc(OCc3ccc(F)cc3Cl)cc2c1C(=O)O` across the screens: GLS inhibitor: -1%; PGK inhibitor: 9%; TrxR1 inh: -3%; PI4K2A inh: -2; HP1b chromo inh: 22%; USP1-UAF1 inh: -1%; mIDH1 inhibitor: 1%; Pin1 inh: 4%; TrxR1 substrate: 1%

Later entries:
structure | GLS inhibitor | PGK inhibitor | TrxR1 inh | PI4K2A inh | HP1b chromo inh | USP1-UAF1 inh | mIDH1 inhibitor | Pin1 inh | TrxR1 substrate
COC(=O)[C@]1(Cc2ccccc2)N[C@H](CN(C)C(=O)Nc2ccc(C(F)(F)F)cc2)[C@@H]2C(=O)N(Cc3ccccc3)C(=O)[C@@H]21 | 1% | -5% | 26% | -4 | 77%[activator] | -32% | 11% | 46%[activator] | -1%
O=C1c2ccccc2[C@@H]2C[C@@H](O)[C@H](Nc3ccccc3Cl)CCN12 | 18% | -3% | 13% | 0 | 18% | -19% | 3% | -4% | 1%
CC(=O)Nc1ccc(C2Nc3cc(C)c(C)cc3NC3=C2C(=O)CC(C)(C)C3)cc1 (stereo unspecified) | 19% | -5% | -1% | -2 | 26% | -24% | -7% | 2% | -7%
O=C(Nc1ccc2c(c1)OCCO2)C1CC1c1ccccc1 (stereo unspecified) | 5% | 1% | -4% | 0 | 11% | -19% | 2% | 7% | -1%
COc1ccc(-c2nn(-c3ccccc3)cc2/C=N/O)cc1 | 3% | -8% | 53%[activator] | -9 | 2% | -11% | 6% | -2% | 8%
CCn1c(CSCc2ccc(F)cc2)nnc1SCC(=O)NCc1ccccc1 | 0% | -6% | -8% | -10 | 50%[activator] | -11% | 5% | 1% | -9%
COC(=O)c1ccc(CNC(=O)CNC(=O)c2sc3ccccc3c2Cl)cc1 | -3% | 0% | 13% | 0 | -2% | -6% | -2% | 0% | -8%
COc1cc(C(=O)NCCOc2ccccc2)c(Br)c(OC)c1OC | 2% | 4% | -2% | 6 | 82%[activator] | -20% | 5% | -5% | 0%

Source: PubChem BioAssay (National Center for Advancing Translational Sciences (NCATS))
